Rat MKP-3 inhibitors = MKP-3 phosphatase inhibitors, primary screen, biochemical, rat enzyme, in vitro (AID 425); Dual specificity protein phosphatase 6 (Rattus norvegicus); recombinant MKP-3 phosphatase activity, fluorescence; higher % means a stronger effect; inhibition, % at 20 µM; hits with a dose series show IC50 in µM; hit rate 0.17% among 110,000; in the data active = inhibition above about 50%;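 note: plate controls were vehicle for no effect and reference inhibitor for full effect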
Hsp70 displacement = Hsp70 inhibitors, probe displacement, primary screen, biochemical, fluorescence polarization (AID 583). Hsp70 fluorescence polarization probe displacement, mP; higher % means a stronger effect. Heat shock 70 kDa protein 1A (Homo sapiens). displacement, % at 20 µM; hits with a dose series show IC50 in µM. hit rate 0.06% among 140,000; in the data active = displacement above about 50%;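 note: plate controls were vehicle for no effect and reference ligand for full effect; a part of the inactive calls stands beside numbers as strong as those of hits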
* hit, by the source's call; . = no result given; & = joins results of further samples. The list is partial. The share of hits here may be higher or lower than overall.

entry	Compound	Rat MKP-3 inhibitors	Hsp70 displacement
1	COc1ccc(N2C(=O)[C@@H]3[C@H](C2=O)[C@H]2c4ccccc4C=CN2[C@@H]3C(=O)Nc2ccccc2)cc1	.	-58%
2	CC(C)c1ccccc1NS(=O)(=O)c1ccccc1[N+](=O)[O-]	4%	-2.4%
3	CC(=O)N(C)CP(=O)(O)CCc1ccccc1	3%	-0.9%
4	COc1ccc(C2c3sc(=O)[nH]c3SC3C(=O)N(c4ccccc4)C(=O)C32)cc1 (centres undefined)	-7%	0.5%
5	CCOc1ccc(N2C(=O)/C(=C/c3ccc4c(c3)OCO4)SC2=S)cc1	4%	4.0%
6	CC1(C)Cc2c(c(N3CCOCC3)nc3sc4c(NN)ncnc4c23)CS1	.	1.2%
7	O=C(NC(=S)N1CCOCC1)c1ccc(Cl)cc1Cl	0%	-6.3%
8	COC(=O)c1cc(OC)c(OC)cc1NC(=O)c1cnccn1	-1%	4.8%

By substructure: the entries above containing a carbonyl joined to an NH by a bond outside any ring
entry	Compound	Rat MKP-3 inhibitors	Hsp70 displacement
1	COc1ccc(N2C(=O)[C@@H]3[C@H](C2=O)[C@H]2c4ccccc4C=CN2[C@@H]3C(=O)Nc2ccccc2)cc1	.	-58%
7	O=C(NC(=S)N1CCOCC1)c1ccc(Cl)cc1Cl	0%	-6.3%
8	COC(=O)c1cc(OC)c(OC)cc1NC(=O)c1cnccn1	-1%	4.8%

Other records follow:
entry	Compound	Rat MKP-3 inhibitors	Hsp70 displacement
9	COc1ccc(S(=O)(=O)N(C)c2ccc(C(=O)N3CCC(C(N)=O)CC3)cc2)cc1	5%	3.7%
10	CCOc1cccc(=O)c2c(C)n(-c3ccc(C)cc3)c(C)c12	12%	5.6%
11	CCC(C(=O)NCc1ccc(F)cc1)c1ccccc1 (centres undefined)	-2%	-0.1%
12	CN1CCN(c2ccc(Cl)cc2NS(=O)(=O)c2ccccc2Cl)CC1	-5%	6.4%
13	CC(=O)c1sc(NC(=O)c2ccc([N+](=O)[O-])s2)nc1-c1ccccc1	2%	-1.9%
14	CCOc1cc(S(=O)(=O)NCc2ccc(OC)cc2)c(OCC)cc1-n1cnnn1	.	0.6%
15	Cc1ccccc1C(=O)NN1C(=O)/C(=C/c2cccc(OCc3ccccc3)c2)SC1=S	2%	3.4%
16	Cc1ccccc1-n1nnnc1SCc1csc(-c2ccccc2)n1	-4%	6.1%
17	O=C(CSc1nnc2scc(-c3ccccc3)n12)N1CCCc2ccccc21	-4%	5.0%
18	CCOc1ccccc1C1CC(c2ccccc2)Nc2nc(N)nn21 (centres undefined)	6%	-1.7%
19	O=C(Nc1ccc2oc(-c3cccc4c(Br)cccc34)nc2c1)c1ccccc1[N+](=O)[O-]	0%	1.9%
20	CCCCCCn1c(CN2CCN(C(=O)OCC)CC2)nc2c1c(=O)n(C)c(=O)n2C	.	-0.6%
21	COCc1nnc(SCC(=O)NCc2ccccc2)n1-c1ccccc1	2%	-0.3%
22	Cc1ccc(-c2nc(CSCC(=O)NCc3cccnc3)c(C)o2)cc1	.	3.9%
23	C/C(=N\Nc1ncc(Br)cn1)c1cccc([N+](=O)[O-])c1	-1%	2.1%
24	CCOC(=O)c1c(C)c(C(=O)Nc2ccc3c(c2)OCO3)c(C)n1C	1%	3.3%
25	CC1(C)CC(=O)C(N=Nc2cc(C(N)=O)c(Cl)cc2Cl)=C(O)C1	1%	2.5%
26	O=C(Nc1cccc(Cl)c1)Nc1ccc(Br)cn1	1%	-0.3%
27	CSc1ccccc1C(=O)Nc1nccs1	.	5.9%
28	CC(C)c1nnc(NC(=O)C2CCN(c3cnccn3)CC2)s1	.	-1.2%
29	COc1cc(C2Nn3c(nnc3-c3ccccc3OC)S2)ccc1O (centres undefined)	.	3.2%
30	Oc1c(Br)cc(C2N=C(c3ccccc3Cl)NO2)cc1Br (centres undefined)	.	2.9%
31	CCOc1ccc(C(=O)Nc2nnc(CC)s2)cc1[N+](=O)[O-]	-1%	2.9%
32	O=C1C(=O)N(c2cccc(Br)c2)C(c2ccc([N+](=O)[O-])cc2)/C1=C(/O)c1ccccc1 (centres undefined)	-3%	1.4%
33	COc1cc(/C=C2/SC(=S)N(CCC(=O)Nc3ccccc3C(=O)O)C2=O)cc(OC)c1OC	-1%	0.7%
34	Cc1cccc(Cn2c(N3CCCCC3C)nc3c2c(=O)[nH]c(=O)n3C)c1 (centres undefined)	-5%	3.3%
35	COCCNC(=O)c1cc2c(-c3ccc(Cl)cc3)nn(C)c2s1	-2%	2.3%
36	Cc1onc(-c2ccccc2Cl)c1C(=O)Nc1ccc2c(c1)OCO2	-5%&5%	6.1%&-9.5%
37	Nc1cn(C2OC(CO)C(O)C(O)C2O)c(=O)[nH]c1=O (centres undefined)	0%	3.6%
38	COc1ccccc1Oc1coc2c(CN(C)C)c(O)ccc2c1=O	.	-2.1%
39	Cc1cc(OCC(=O)Nc2ccc(Cc3ccncc3)cc2)ccc1Cl	5%	1.3%
40	CCOc1ccc(CNCc2ccccc2OC)cc1	2%	5.0%
41	COc1cc(S(=O)(=O)NCC2CCCO2)c(OC)cc1Cl (centres undefined)	-6%	2.8%
42	COc1cc2ccccc2cc1C(=O)Nc1cccc2ccccc12	2%	0.4%
43	CNC(=O)c1nnc(Cc2ccc(F)cc2)o1	0%	1.8%
44	O=C(O)CCCCCN1C(=O)C(=O)/C(=C(/O)c2ccccc2)C1c1ccccc1[N+](=O)[O-] (centres undefined)	2%	-2.9%
45	CCOc1cc(/C=C2/SC(=S)N(c3ccccc3)C2=O)ccc1OC(=O)c1ccco1	0%	-2.0%
46	Cc1cc(=O)[nH]c(SCC(=O)Nc2ccc(Cl)cn2)n1	.	1.7%
47	CCc1ccc(S(=O)(=O)c2n[nH]n3c2nc(=O)c2ccccc23)cc1	.	-1.9%
48	C=CCn1c(SCC(=O)N2CCOCC2)nc2sc(C)c(C)c2c1=O	1%	-4.1%
49	CC(=O)N(/N=C1\Sc2ccccc2C1=O)c1ccccc1C	.	20%
50	O=C1CN(C(=O)c2ccccc2F)c2ccccc2N1	2%	-1.6%
51	Cc1cc(NCc2ccccc2)nc2ccccc12	.	1.2%
52	COC(=O)c1ccc(Oc2nc(Nc3ccc(C)c(C)c3)nc(N(C)C)n2)cc1	.	6.9%
53	O=C(Nc1ccc2nc(-c3cccnc3)[nH]c2c1)C12CC3CC(CC(C3)C1)C2	.	6.2%
54	CCCn1[nH]cc(SC)c(=O)c1=O	0%	8.4%
55	c1ccc(Nc2nc(-c3ccccn3)cs2)cc1	0%	4.4%&0.2%
56	COc1ccc(-n2cc(C(=O)O)c3ccccc3c2=O)cc1	.	5.2%

Along the list, quoted from above.
Rat MKP-3 inhibitors for nos. 30 to 41: ., -1%, -3%, -1%, -5%, -2%, -5%&5%, 0%, ., 5%, 2%, -6%
Hsp70 displacement for nos. 30 to 41: 2.9%, 2.9%, 1.4%, 0.7%, 3.3%, 2.3%, 6.1%&-9.5%, 3.6%, -2.1%, 1.3%, 5.0%, 2.8%

Continued.
entry	Compound	Rat MKP-3 inhibitors	Hsp70 displacement
57	O=C(c1cc2c(s1)-c1ccccc1OC2)N1CCN(c2ccccn2)CC1	-13%	0.6%
58	O=C(CCS(=O)(=O)c1cccc2nonc12)NCCc1ccccc1	-2%	-7.1%
59	CCC(C)(C)n1nnnc1C(c1cc(OC)ccc1OC)N1CCC(C(N)=O)CC1 (centres undefined)	.	-6.1%
60	Cc1csc(NC(=O)c2nc(-c3ccccc3)n(-c3ccccc3)n2)n1	-5%	2.3%
61	CC1CCN(c2cc(N3CCN(C(=O)c4ccccc4F)CC3)c([N+](=O)[O-])cc2F)CC1	10%	1.6%
62	O=C1NC2CCCCC2NC1CC(=O)N1CCN(c2ccccc2)CC1 (centres undefined)	-10%	-0.8%
63	Cc1ccc(Nc2nc(C)cc(C)n2)c(Br)c1	-1%	-6.2%
64	CCOc1ccc(C2C(C(=O)c3cccs3)=C(O)C(=O)N2CCCn2ccnc2)cc1 (centres undefined)	.	1.7%
65	COc1cc(N2C(=O)NC3CC2(C)Oc2ccccc23)cc(OC)c1OC (centres undefined)	5%	2.2%
66	O=C(N1CCOCC1)n1nnc2ccccc21	-5%&4%	-1.3%&3.7%
67	COC(=O)c1cc2oc3ccccc3c2n1CC(=O)N1CCCc2ccccc21	.	-2.9%
68	O=C(Nc1ccc2oc(-c3ccccc3Cl)nc2c1)c1cncc(Br)c1	6%	5.0%
69	CCC(=O)c1ccc(N2CCC(C)CC2)c(F)c1	3%	-2.1%
70	O=C(O)c1cccc(-c2ccc(/C=N/N3C(=O)C4C(C3=O)C3C=CC4C34CC4)o2)c1 (centres undefined)	0%	5.1%
71	O=C(Cc1coc2ccc3ccccc3c12)NCc1ccccc1	.	-4.2%
72	COc1cccc(CNC(=O)CCS(=O)(=O)c2cccs2)c1	.	-4.1%
73	CCOc1ccccc1N1CCN(c2nc3ccccc3nc2C(C#N)C(=O)OC(C)C)CC1 (centres undefined)	-2%	-5.7%
74	O=C(Cn1cnc2sc(-c3ccccc3)cc2c1=O)NCCc1ccccc1	.	-11%
75	Cc1ccc(N/C(N)=N\c2nc(C)cc(C)n2)c(C)c1	2%	1.4%
76	Cc1ccc2[nH]cc(C(=O)CN3CCOCC3)c2c1	.	-5.8%
77	CCN1CCN(c2cc3c(cc2F)c(=O)c(C(=O)O)cn3C2CC2)CC1	-10%	1.4%
78	CCc1cc2c(=O)c(-c3nc4ccccc4[nH]3)coc2c(CN(CC)CC)c1O	-1%	-0.2%
79	Cc1cc(NC(=O)CSc2nnc(-c3ccco3)o2)no1	-2%	-6.4%
80	COc1cc(/C=N/n2nnnc2N)cc(I)c1O	1%	3.3%
81	CN1C(=O)C(c2c[nH]c3ccccc23)(c2c[nH]c3ccccc23)c2ccccc21	3%	.
82	COc1cc(/C=C2/C(=O)NC(=O)N(c3cccc(C)c3)C2=O)ccc1OCC(=O)O	3%	2.8%
83	O=C(CO/N=C/c1cccc([N+](=O)[O-])c1)Nc1ccc2ccccc2c1	.	4.5%
84	O=c1oc2c3c(nn2c2ccccc12)CCCC3	-2%	1.3%
85	CC(C)OCC(O)CSc1ccccn1 (centres undefined)	-15%	6.5%
86	Cc1ccc(-c2nnn(CCC(=O)NC3CCCC3)n2)cc1	-6%	-0.5%
87	O=C(CC1Nc2ccccc2NC1=O)NCc1ccccc1 (centres undefined)	-2%	-5.5%
88	O=C(COc1ccc(Cl)cc1)NCc1nnc(SCC(=O)N2CCCc3ccccc32)o1	7%	.
89	CC(C)CC(C(=O)N1CCc2ccccc2C1)N1C(=O)c2ccccc2C1=O (centres undefined)	.	3.5%
90	Cc1cccc(N2CCN(c3nnnn3-c3ccccc3)CC2C)c1 (centres undefined)	-1%	-1.7%
91	CC(=O)Nc1n[nH]c(S(=O)(=O)Cc2ccc(Cl)cc2Cl)n1	-4%	7.4%
92	CCOC(=O)C1=C(C)NC(C)=C(C(=O)OCC)C1c1ccc(F)cc1	1%	4.1%
93	CCc1nc(C)c(-c2ccccc2)c(=O)[nH]1	-15%	-0.7%
94	O=C(CSc1nc2ccc([N+](=O)[O-])cc2s1)NCc1ccccc1	0%	-4.2%
95	COC(=O)c1c(NC(=O)c2ccco2)sc2c1C(C(=O)OC)CC2 (centres undefined)	-6%	2.2%
96	COc1ccc(/C=C/C(=O)Nc2c(C)ccc3nsnc23)cc1	-1%	-3.3%
97	COc1cccc(NC(=O)COc2ccc(C(C)(C)c3ccccc3)cc2)c1	1%	-0.2%
98	COCCNC(=O)NC(=O)COC(=O)c1cc([N+](=O)[O-])ccc1Sc1nc(C)cs1	.	-2.7%
99	Cc1cc(Cl)ccc1OCCCC(=O)Nc1nc2ccc(S(C)(=O)=O)cc2s1	4%	-2.4%
100	Cn1c(=O)oc2cc(S(=O)(=O)NCCN3CCCCCC3)ccc21	10%	2.3%
101	Cc1nc2ccccc2nc1OCC(=O)Nc1cc(C(F)(F)F)ccc1N1CCOCC1	-6%	-2.4%
102	NC(=S)N/N=C/c1c[nH]c2ccccc12	6%	4.1%
103	N#CCCCSc1nnc(-c2ccc(Cl)cc2)n1-c1ccccc1	-4%	5.0%
104	CCOc1ccc(NC(=O)CN(c2ccc(OC)cc2OC)S(=O)(=O)c2ccc(C)cc2)cc1	9%	-2.2%
105	c1csc(CSc2nnc3sc4ccccc4n23)c1	.	9.4%
106	COc1c(Cl)ccc(Cl)c1C(=O)Nc1ccc(I)cc1	0%	-2.8%
107	OC1(c2ccccc2)C/C(=N\n2cnnc2)C=C1c1ccccc1 (centres undefined)	4%	2.3%
108	CCOc1cc(/C=C2/SC(=S)N(c3ccccc3)C2=O)ccc1OS(=O)(=O)c1ccccc1	1%	-1.7%
109	COc1ccc2[nH]c3c(NCCCN4CCCC4=O)ncnc3c2c1	.	-1.8%
110	Cc1nc2sc(C(c3ccco3)N3CCc4ccccc4C3)c(O)n2n1 (centres undefined)	.	3.8%
111	Cc1ccc2c(c1)c1cccc3c1n2CCN3CCC(N)=O	-12%	-2.0%
112	O=C(Cn1c(-c2ccccn2)nc2ccccc21)NCCN1CCOCC1	-2%	3.1%

Next part.
entry	Compound	Rat MKP-3 inhibitors	Hsp70 displacement
113	CC(C)(C)c1ccc(C(=O)Nc2ccc(CC(=O)O)cc2)o1	.	3.1%
114	Cc1no[n+]([O-])c1COc1ccc(/C=N/n2nnnc2N)cc1	0%	-5.7%
115	COc1ccc(-n2nnc3c(SCc4ccccc4)ncnc32)cc1	0%	-0.4%
116	NC1=NC(c2ccc(Cl)cc2)n2c(nc3ccccc32)N1 (centres undefined)	1%	-0.7%

Compound profiles, from the list above:
NC1=NC(c2ccc(Cl)cc2)n2c(nc3ccccc32)N1 (centres undefined) is listed with Rat MKP-3 inhibitors = 1%; Hsp70 displacement = -0.7%
Cc1no[n+]([O-])c1COc1ccc(/C=N/n2nnnc2N)cc1 is listed with Rat MKP-3 inhibitors = 0%; Hsp70 displacement = -5.7%
